# Mito fusion yeast – qHTS Assay for Small Molecule Inhibitors of Mitochondrial Division or Activators of Mitochondrial Fusion. S. cerevisiae fusion-defective mutant growth rescue, CellTiterGlo 48 h. Potency, µM (titrated, usually from 46.1 µM), inactives show top-dose growth rescue (activation), usual class: activators. hit rate 0.23% among 320,000. AID 485298, 2010;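 further: potency means the concentration at half of the fitted maximal effect; % of control where 0% means no effect; nearly all actives have a fitted effect of over 45% in size; temperature-sensitive fusion mutants such as fzo1-1 at 37 °C on non-fermentable ethanol glycerol medium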
#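 Compounds are tested for their ability to restore growth of mitochondrial fusion-defective yeast strains at non-permissive 37C in YPEG medium over 48 hours. Viability is quantified by luciferase luminescence.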
# Menin MLL FP TR – qHTS Assay for Inhibitors Targeting the Menin-MLL Interaction in MLL Related Leukemias: Competition With Texas Red Labeled MLL-derived Mutant Peptide; Potency, µM (series often up to 61.6 µM), without a hit: at the top dose FP activity change, negative = inhibition, usual class: inhibitors; Menin + Texas Red MLL mutant peptide, fluorescence polarization; AID 1768, 2009; O00255; hit rate 0.23% among 270,000; active means well fitted inhibition curve with a large enough effect in the polarisation, with a control signal flat, not every such curve was filed as active; inconclusive means small, poorly fitted or top-dose-only effect, or effect the other way, or a change in a side signal; inactive means no such curve, though single readings can be large or run the other way; the % refers to the polarisation; further: potency means the concentration at half of the fitted maximal effect; % of control where 0% means no effect; many of its hits are not listed in these tables
# TSHR antag – Antagonists of the Thyroid Stimulating Hormone Receptor: HTS campaign; hit rate 0.2% among 330,000; activity change, negative = inhibition, % at 11.5 µM; AID 504810, 2011; TSHR-expressing cells, TSH-stimulated cAMP HTRF, 2 h; hits give low values; Thyrotropin receptor (Homo sapiens), P16473;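 active means activity change below a set negative limit, meaning inhibition stronger than a set level, cut at about -70% in these data; inconclusive means activity change between two set negative limits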; further: on the % scale 0 is the no-effect control and ±100 the full control effect
#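 Cell-based HTRF cAMP assay; TSHR cells + compound, TSH EC80 (4nM final), 2 h, 37 deg C. Lysis with anti-cAMP cryptate and cAMP-d2, 30 min RT, read 665/620 nm.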
# CXXC DNA block – qHTS Fluorescence Polarization Assay for Inhibitors of MLL CXXC domain - DNA interaction | Histone-lysine N-methyltransferase 2A (Homo sapiens), Q03164 | MLL-CXXC / FITC-HOXA9 DNA fluorescence polarization | Potency, µM (titrated, usually from 115 µM), inactives show at the highest dose activity change, negative = inhibition, usual class: inhibitors | hit rate 0.037% among 290,000; active means well fitted inhibition curve with a large enough effect in the polarisation, with a control signal flat, not every such curve was filed as active; inconclusive means small, poorly fitted or top-dose-only effect, or effect the other way, or a change in a side signal; inactive means no such curve, though single readings can be large or run the other way; the % refers to the polarisation; further: potency means the concentration at half of the fitted maximal effect
#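 Fluorescence polarization: 7 uM MLL-CXXC (stock) preincubated 5 min with compounds, then 50 nM fluorescein-HOX-A9 DNA (stock) added; 30 min ambient. Buffer 50 mM Tris-HCl pH 7.5, 50 mM NaCl, 1 mM DTT, 0.05% BSA.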
# ASM inhibitor – Inhibitors of Secretory Acid Sphingomyelinase (S-ASM): qHTS. Sphingomyelin phosphodiesterase (Homo sapiens), P17405. placental ASM, HMU-PC fluorogenic substrate, 60 min. Potency, µM (top dose mostly 57.5 µM), for the others: at the highest dose activity change, negative = inhibition, most hits filed as inhibitors. hit rate 0.006% among 340,000. AID 504937, 2011; further: potency means the concentration at half of the fitted maximal effect
# Target sequence (P17405 47-631 limits assumed): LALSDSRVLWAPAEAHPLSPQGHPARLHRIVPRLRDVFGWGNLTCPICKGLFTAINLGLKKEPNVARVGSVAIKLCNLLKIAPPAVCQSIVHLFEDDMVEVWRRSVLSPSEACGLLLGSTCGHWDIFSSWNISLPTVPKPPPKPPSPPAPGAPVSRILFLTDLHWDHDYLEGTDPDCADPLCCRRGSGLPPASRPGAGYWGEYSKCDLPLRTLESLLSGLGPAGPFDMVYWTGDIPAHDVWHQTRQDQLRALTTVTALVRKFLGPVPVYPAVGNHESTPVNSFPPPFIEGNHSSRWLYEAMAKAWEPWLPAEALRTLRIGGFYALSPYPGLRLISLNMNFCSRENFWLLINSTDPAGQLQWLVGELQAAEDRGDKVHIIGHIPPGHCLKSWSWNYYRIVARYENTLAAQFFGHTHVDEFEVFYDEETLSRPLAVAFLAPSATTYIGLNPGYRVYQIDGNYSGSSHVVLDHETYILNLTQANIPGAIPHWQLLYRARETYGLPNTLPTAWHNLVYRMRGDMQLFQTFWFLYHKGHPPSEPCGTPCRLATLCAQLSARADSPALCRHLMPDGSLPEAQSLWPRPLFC
#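 HMU-PC0 cleavage (9 uM final) by human placental ASM, 60 min at 37 °C following 10 min compound exposure at RT; stopped at pH 10, fluorescence Ex 386/Em 447 nm.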
# TCR activator – Activators of T cell receptors: qHTS campaign; primary human leukocytes, anti-CD3, IL-2 HTRF, 48 h; Potency, µM (doses to about 9.22 µM), without a hit: at the highest dose activation of IL-2 secretion, usual class: activators; 330,000 tested, under 10 active; AID 504894, 2011; further: % of control where 0% means no effect
#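 Primary human leukocytes were stimulated with a-CD3 beads plus compounds for 48 hr without co-stimulation; secreted IL-2 was quantified by HTRF using a-IL-2-K (europium cryptate) and a-IL-2-d2, excited at 320nm with acceptor emission read at 665nm.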
# MBNL1 CUG block – qHTS Assay for Inhibitors of MBNL1-poly(CUG) RNA binding; Potency, µM (series often up to 57.5 µM), for inactives: at the highest dose activity change, negative = inhibition, hits mostly inhibitors; Muscleblind-like protein 1 (Homo sapiens), Q9NR56; hit rate 0.036% among 280,000; TR-FRET MBNL1-His/biotin-(CUG)12 binding, 665/545 ratio; active means well fitted inhibition curve with a large enough effect in the signal ratio, with a control signal flat, not every such curve was filed as active; inconclusive means small, poorly fitted or top-dose-only effect, or effect the other way, or a change in a side signal; inactive means no such curve, though single readings can be large or run the other way; the % refers to the signal ratio; further: potency means the concentration at half of the fitted maximal effect; on the % scale 0 is the no-effect control and ±100 the full control effect
#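 His-tagged MBNL1 binding to biotinylated (CUG)12 RNA was measured by TR-FRET using terbium anti-His antibody (0.055 ng/ul final) and streptavidin-XL665 (5 nM final). Compounds were titrated 92 nM to 58 uM; 60 min at room temperature.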
# A-T KAP1 phos – qHTS Assay for Identifying a Potential Treatment of Ataxia-Telangiectasia; […] A-T fibroblasts, KAP-1 phosphorylation AlphaLISA; neocarzinostatin DNA damage 30 min before lysis; Potency, µM (doses to about 57.5 µM), without a hit: top-dose activation, actives largely listed as activators; hit rate 0.19% among 320,000; AID 485349, 2010; further: potency means the concentration at half of the fitted maximal effect; % of control where 0% means no effect; nearly all actives have a fitted effect of over 45% in size
#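 ATM-like activity read as KAP-1 phosphorylation via AlphaLISA donor/acceptor antibody pairs after lysis and 6 hr at 25C. Cells were ATM-null patient fibroblasts ([…], hTERT), dosed 60 min, then exposed to the DSB inducer NCS for 30 min.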
# Integrin act MD – qHTS for Activators of Integrin-Mediated Alleviation for Muscular Dystrophy. AID 624291, 2012. Potency, µM (top dose mostly 38.3 µM), inactives show top-dose activation, hits mostly activators. hit rate 0.064% among 350,000. alpha7betagal myoblasts, beta-gal FDG fluorescence, 48 h;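 further: potency means the concentration at half of the fitted maximal effect; 100% = response of the positive control SU9516; nearly all actives have a fitted effect of over 60% in size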
#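 alpha7betagal+/- myoblasts (passage 13, 250/well) treated 48 h at 37C with compounds at 1:260 dilution of DMSO stock. Lysed, then beta-galactosidase activity read as FDG fluorescence (ex 480/em 540) after 30 min, with pre-read for autofluorescence.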
# TSG101-PTAP inh – qHTS Assay for Iinhibitors of HIV-1 Budding by Blocking the Interaction of PTAP/TSG101; AID 493005, 2010; 340,000 tested, under 10 active; Tumor susceptibility gene 101 protein (Homo sapiens), Q99816; Potency, µM (doses to about 115 µM), for inactives: top-dose activity change, negative = inhibition, usual class: inhibitors; Fluorescence polarization, FITC-PTAP peptide / Tsg101 binding; active means well fitted inhibition curve with a large enough effect in the main read-out, with a control signal flat, not every such curve was filed as active; inconclusive means small, poorly fitted or top-dose-only effect, or effect the other way, or a change in a side signal; inactive means no such curve, though single readings can be large or run the other way; further: potency means the concentration at half of the fitted maximal effect; % of control where 0% means no effect
# Target sequence (Q99816 whole entry, looked up): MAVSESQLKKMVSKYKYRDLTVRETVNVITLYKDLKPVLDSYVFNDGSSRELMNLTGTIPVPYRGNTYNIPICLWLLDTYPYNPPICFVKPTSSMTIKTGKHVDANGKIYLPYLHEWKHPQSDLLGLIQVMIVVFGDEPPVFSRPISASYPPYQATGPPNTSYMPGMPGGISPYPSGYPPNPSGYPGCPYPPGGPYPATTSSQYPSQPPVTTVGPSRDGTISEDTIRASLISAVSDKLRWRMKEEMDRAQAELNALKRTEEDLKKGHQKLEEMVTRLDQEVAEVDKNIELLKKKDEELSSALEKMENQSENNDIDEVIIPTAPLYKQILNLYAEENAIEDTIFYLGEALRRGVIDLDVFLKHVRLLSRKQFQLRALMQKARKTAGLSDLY
#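 Fluorescence polarization binding of Tsg101 binding domain (10 uM final) to FITC-labeled PTAP peptide (50 nM final) in HEPES pH 7.5 buffer with NaCl, Tween 20, EDTA, TCEP. Compounds added before peptide; binding 20 min at RT.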
# Active calls of the source: *; ? = inconclusive; / = not tested or not shown; & = joins results of further samples; [ ] = another dose, or the depositor's remark. Unless noted, the call rests on the fitted dose curve; in most records, active means well fitted curve in the direction sought with a large enough effect; inconclusive means small, poorly fitted or top-dose-only effect, or another doubt; inactive means no such curve, though single readings can be large; an effect the other way counts as inactive or inconclusive. Not all compounds are listed, so the mix of outcomes need not match the whole.
SMILES	Mito fusion yeast	Menin MLL FP TR	TSHR antag	CXXC DNA block	ASM inhibitor	TCR activator	MBNL1 CUG block	A-T KAP1 phos	Integrin act MD	TSG101-PTAP inh
Cc1ccc(-c2nc(N3CCOCC3)sc2C(=O)N2CCCCC2)cc1	5.5%	-7.2%	37.0	2.7%	1.3%	12.3%[46.1 µM]	-2.5%	0.8%	-16.9%	-2.5%
Cc1cccc(-n2ncc3c(=O)[nH]c(SCC(=O)N4CC(=O)Nc5ccccc54)nc32)c1	-2.2%	/	2.2	/	-7.9%	/	/	0.1%	-6.9%	-2.2%
O=C(O/N=C/C1=C(Cl)c2ccccc2CC1)c1ccc(F)cc1	-0.5%	-0.5%	0.3	5.9%	-2.3%	-2.1%	2.9%	1.0%	1.5%	-1.2%
Cc1nc(SCC(=O)N2c3ccccc3NC(=O)CC2C)c2c(C)c(C)sc2n1 (centres undefined)	-1.4%	/	-18.5	/	0.9%	/	/	-2.8%	-45.8%[inhibitor]	-0.4%
COc1ccc(NC(=O)c2ccc(OCC3CCCO3)cc2)cc1Cl (centres undefined)	-2.3%	/	-22.6	/	-5.3%	-1.2%	/	-1.5%	8.8%	-2.8%
O=C(Nc1ccc(Cl)cc1)NC1CCCC1Cc1ccco1 (centres undefined)	23.7%	?	-27.0	8.6%	-4.5%	-2.4%	1.4%	-0.9%	18.3%	-3.3%
CC(OC(=O)/C=C/c1ccc(Br)cc1)C(=O)N1CCOCC1 (centres undefined)	-2.1%	/	-11.4	/	-0.5%	-3.7%	/	-0.2%	-16.3%	0.2%
CCOC(=O)CN1C(=O)C(O)(CC(=O)c2ccco2)c2ccccc21 (centres undefined)	-0.3%	5.4%	8.6	-2.5%	-0.2%	6.3%	5.5%	17.6%	-36.8%	0.9%
O=C1CC(=O)N(c2ccccc2)N1c1ccccc1	-2.2%	-12.7%	-6.3	-0.7%	2.6%	-11.7%[46.1 µM]	8.5%	-1.3%	9.3%	-0.5%
CCOC(=O)C1=C(C)NC(=O)NC1c1cc2c(cc1Br)OCO2 (centres undefined)	7.4%	-1.9%	36.3	1.3%	-2.1%	2.7%[46.1 µM]	-22.2%	10.3%	13.5%	2.3%
CC(=O)c1c(C)oc2ccc(N(C(C)=O)S(=O)(=O)c3ccc(Br)cc3)cc12	/	/	/	/	-5.9%	-1.6%	/	/	-34.2%	-0.1%
CCOC(=O)c1c(C)n(C)c2cc(Br)c(C)cc12	2.8%	4.5%	-3.7	4.5%	-16.8%	5.2%	-2.8%	6.5%	18.9%	-3.6%
CC(C)Cn1c(N)c(C=O)c(=O)n(C)c1=O	-15.9%	3.7%	10.3	7.4%	-0.1%	0.2%	-0.9%	-2.4%	0.8%	0.2%
CCOC(=O)c1sc(-c2ccc(OC)cc2)cc1NC(C)=O	0.1%	-3.7%	0.5	-5.2%	317.3%[activator]	-4.4%[46.1 µM]	/	10.4%	8.7%	-1.1%
O=C(COC(=O)c1cccc(N2C(=O)c3ccccc3C2=O)c1)Nc1ccccc1	3.0%	-4.8%	30.1	-5.8%	-0.7%	8.5%[46.1 µM]	/	1.0%	2.3%	-1.6%
COc1cc(C)nc(NS(=O)(=O)c2ccccc2Cl)n1	-0.4%	13.6%	-6.4	-2.6%	7.1%	-4.3%	4.9%	0.2%	19.6%	0.9%
Cc1ccc(OCc2ccc(C(=O)NNC(=S)NCC3CCCO3)o2)c([N+](=O)[O-])c1 (centres undefined)	0.0%	/	7.7	7.1%	0.0%	2.2%	15.1%	14.3%	-1.4%	-0.7%
COc1cccc(CN(C)CC(=O)NC(=O)NCc2ccccc2)c1	5.6%	-10.2%	4.8	-3.8%	2.8%	10.6%[46.1 µM]	/	-2.8%	12.4%	-1.5%
C#CCOCCOCCOCCNc1nc(N2CCOCC2)nc(N2CCN(C(=O)[C@H]([C@@H](C)CC)n3cc([C@@H](N)Cc4ccc(O)cc4)nn3)CC2)n1	-2.6%	-13.0%	-8.5	-6.2%	0.7%	7.0%	-4.7%	-23.3%	-13.2%	-3.2%
COc1cc(NC(=O)CN2C(=O)CN(C)C2=O)c(C)cc1[N+](=O)[O-]	1.3%	9.3%	-0.9	-0.5%	-1.3%	2.5%	?	-1.5%	-1.3%	-2.1%
CCn1cc(/C=C(\NC(=O)c2ccccc2Cl)C(=O)N2CCN(C)CC2)c2ccccc21	-0.4%	-13.1%	2.0	-4.1%	4.5%	-3.2%	3.1%	-2.8%	2.1%	-7.8%
O=S(=O)(N1CCCCC1)N1CCN(CC(O)COc2ccc3cc(Br)ccc3c2)CC1 (centres undefined)	0.4%	-1.2%	-14.5	-15.2%	-20.5%	-21.2%	1.7%	4.1%	-15.3%	-3.0%
CCCOc1ccc(Cn2c(=O)oc3ccc(C)cc32)cc1	3.2%	/	29.8	-3.1%	-12.4%	-3.5%	-3.2%	9.7%	-20.8%	-2.8%
CCOC(=O)c1c(NC(=O)CNCCOC)sc2c1CCCC2	2.7%	-9.0%	6.8	0.1%	-6.6%	-6.9%[46.1 µM]	0.6%	4.6%	4.6%	0.1%
CCN(CC)C(=O)COCc1cc(-c2ccc3c(c2)OCO3)on1	-10.0%	-11.0%	1.0	3.7%	-0.3%	0.8%	-3.4%	-0.9%	-3.4%	-1.6%
Cc1ccc(CNC(=O)C(=O)c2cn(CC(=O)N3CCCC3)c3ccccc23)cc1	-3.6%	/	16.6	1.8%	-0.9%	1.9%	9.8%	3.6%	-8.3%	/
CCn1c(=O)[nH]c2cc(C(=O)Nc3cc(C)cc(C)c3)ccc2c1=O	-1.4%	?	26.7	-0.1%	17.4%	12.4%	4.3%	0.4%	1.3%	-7.9%
COc1ccc(-c2[nH]ncc2CN2CCCC(C(=O)c3ccc(OC)cc3OC)C2)cc1 (centres undefined)	2.3%	-0.7%	-3.1	8.9%	-0.1%	0.2%	-8.8%	4.3%	-21.0%	-6.4%
Cc1ccc(N(C(=O)c2csnn2)C(C(=O)NC2CCCC2)c2ccccn2)cc1 (centres undefined)	-4.7%	1.3%	7.6	32.0%[activator]	-0.3%	6.1%	-4.4%	1.8%	17.2%	1.1%
CCN(c1cccc(C)c1)S(=O)(=O)c1nnc(NC(=O)c2ccco2)s1	29.1%	?	2.6	55.3%[activator]	-1.2%	0.8%	-9.9%	-7.6%	4.7%	-2.2%
CCN(C[C@H]1N[C@@](CC)(C(=O)OC)[C@H]2C(=O)N(C)C(=O)[C@@H]12)C(=O)c1ccccc1	/	/	-3.7	/	0.8%	7.4%	/	-21.8%	27.2%	-11.3%
C[C@]12c3[nH]c4ccc(Cl)cc4c3CCN1C(=O)[C@@H](CC(=O)NCCCn1ccnc1)C[C@@H]2C(=O)N1CCOCC1	/	/	-3.3	/	5.0%	-1.4%[46.1 µM]	/	-4.2%[11.5 µM]	-18.2%	0.6%
N/C(=N\OC(=O)Nc1ccc(Cl)cc1)c1ncc(C(F)(F)F)cc1Cl	-5.0%	?	-1.1	17.6%	-6.7%	-6.0%	-4.1%	/	0.2%	3.0%
Cc1ccc(S(=O)(=O)N2CCCCC2)cc1NS(=O)(=O)c1ccccc1F	/	/	-17.8	/	0.3%	-3.5%[46.1 µM]	/	5.5%	5.3%	-6.4%
CCOC(=O)c1ccccc1-c1csc(NS(=O)(=O)c2ccc(Cl)cc2)n1	4.4%	?	13.3	-2.3%	-4.3%	-2.1%	3.6%	-2.3%	13.4%	-10.0%
OC(COCC1COc2ccccc2O1)CN1CCN(c2ccccn2)CC1 (centres undefined)	-6.5%	-13.0%	6.7	18.6%	2.0%&2.0%	3.2%&-4.3%	2.9%	13.6%	3.5%&5.4%	-4.1%&-8.2%

# High-throughput results: PubChem, National Center for Advancing Translational Sciences (NCATS)
